K1F lysis inhibition: inhibition of K1F phage lysis, E. coli UTI89, bacterial capsule biogenesis inhibitors, alamar blue (AID 488966). E. coli UTI89 K1F phage lysis, alamar blue, 2 h; higher % means a stronger effect. 340,000 tested, 0.02% active. one-dose inhibition, % at 100 µM; IC50 in µM for titrated hits;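 active = phage lysis inhibition, versus mean bacterial control, above a set limit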;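 note: capsule biogenesis inhibitors block K1F phage lysis so surviving cells raise fluorescence; higher fluorescence means more inhibition of phage lysis; actives were called in the ten point dose series up to 300 µM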
* hit, by the source's call; [ ] = dose if it differs, or a comment. The list is partial; rates above refer to the full screens.

SMILES	K1F lysis inhibition
Cc1cccc(NC(=O)Nc2ccc3c(c2)CCC3)c1	0.7%[50 µM]
Cc1ccc(C(=O)OCC(=O)N(C)C2CCS(=O)(=O)C2)cc1S(=O)(=O)N1CCCCC1 (stereo not given)	-0.1%[50 µM]
Cc1ccc(NC(=O)NNC(=O)COc2ccc([N+](=O)[O-])cc2)cc1C	1.2%[50 µM]
CCCN(CC(=O)Nc1ccccc1OC)C(=O)c1cc(-c2ccccc2)nn1-c1ccccc1	0.1%[50 µM]
Cc1ccc(COC(=O)CN2C(=O)NC3(CCCCC3C)C2=O)cc1 (stereo not given)	2.0%[50 µM]
CC(C)C(=O)N[C@@H]1c2ccccc2CC[C@@H]1OCc1ccccc1	-0.1%
COc1ccc(CNc2ccncc2)c(OC)c1OC	0.3%
COc1cc(OC)c2c(-c3cccc(-c4ccc(O)cc4)c3)cc(=O)oc2c1	0.1%
Cc1ccc(OCCCC(=O)ON=C(N)c2ccccc2C)cc1	0.4%[50 µM]
CSCCC(NS(=O)(=O)c1ccccc1F)C(=O)Nc1ccncc1 (stereo not given)	1.0%[50 µM]
CCOc1ccc(C(=O)OCC(=O)NC2CCCC2)cc1OCC	0.1%
CCCN(CC(=O)Nc1cc(C)on1)CC(=O)Nc1ccccc1C	0.5%[50 µM]
CC(C(=O)NCCc1ccc(Cl)cc1)n1c(=O)c2cccn2c2cccnc21 (stereo not given)	0.6%
COc1ccc(Br)cc1S(=O)(=O)Nc1ccc(Cl)cn1	0.3%
COc1cccc(C(=O)NCCS(=O)(=O)NCCCc2ccccc2)c1	-1.8%
Cc1ccc(Cn2c(C)c3cnn(CC(=O)NCCN4CCOCC4)c(=O)c3c2C)cc1	-0.2%
O=C(NCc1ccccn1)c1ccc(Cl)c(S(=O)(=O)NCc2ccccc2)c1	-0.3%[50 µM]
CC(C)CN(C(=O)COC(=O)CCC(=O)c1ccc(Cl)cc1)c1c(N)n(Cc2ccccc2)c(=O)[nH]c1=O	0.6%[50 µM]
CC(C)CCN1CCC(CN2C(=S)NC[C@@H]2Cc2ccccc2)CC1	1.6%
COc1ccc(S(=O)(=O)Nc2ccc3c(c2)C(=O)N([C@H](C)CO)C[C@H](C)[C@@H](CN(C)C(=O)Nc2ccccc2)O3)cc1	2.1%
O=C(CCCNC(=O)c1ccc(Cl)cc1)NCc1ccccc1Cl	0.2%
NC(=O)c1cc([N+](=O)[O-])ccc1NCCc1ccccc1	0.3%
COc1ccc(CN2[C@@H](CC(=O)O)c3cc(C(F)(F)F)ccc3S2(=O)=O)cc1	0.9%
COc1cc(NC(=O)CCc2nnc3ccc(N4CCCC4)nn23)cc(OC)c1OC	0.2%
COc1ccc(Nc2nnc(SCC(=O)NC3CC3)s2)cc1	0.6%[50 µM]
O=C(CN1C(=O)S/C(=C\c2ccc(Cl)cc2)C1=O)NC1C=CS(=O)(=O)C1 (stereo not given)	0.2%
CC1(C)C2(C#N)C(=O)NC(=O)C12C#N (stereo not given)	0.2%
O=[N+]([O-])c1ccccc1OCCN1CCOCC1	0.2%
CCCNC(=O)C(Cc1ccc(F)cc1)NC(=O)c1ccc(C#N)cc1 (stereo not given)	0.0%
Cc1cc(C)cc(N(CC(=O)NCc2ccccc2)C(=O)CCC(=O)Nc2ccccn2)c1	-0.1%
O=C(CCNC(=O)c1ccc(Br)cc1)Nc1cccc(S(=O)(=O)N2CCCC2)c1	0.8%[50 µM]
O=C(c1ccco1)N1CCN(Cc2csc(-c3ccccc3Cl)n2)CC1	-0.4%
CC1(C)Cc2c(cnn2-c2cccc(F)c2)C(NC(=O)c2ccc(=O)[nH]n2)C1 (stereo not given)	0.1%
CC1CCN(C(=O)/C(=C\c2ccccc2)NC(=O)c2ccccc2)CC1	0.1%
COCCn1c(SCC(=O)Nc2ccc3c(c2)OCCO3)nnc1C(C)C	0.9%
COc1ccccc1C(=O)COC(=O)c1cccc(S(=O)(=O)N2CCCC2)c1	0.2%[50 µM]
CCCOc1ccc(CN(C(=O)c2cccc(OC)c2)C2CCS(=O)(=O)C2)cc1 (stereo not given)	-0.2%
COc1ccc(C(=O)OCC(=O)c2c[nH]c3ccccc23)c(OC)c1	1.2%[50 µM]
O=C(OCCOCCN=C1NS(=O)(=O)c2ccccc21)c1ccccc1	0.9%
Cc1csc2nc(O)c(C(=O)NC3CCCCC3C)c(=O)n12 (stereo not given)	-0.6%[50 µM]

Two successive compounds already listed, for reference:
SMILES	K1F lysis inhibition
O=C(OCCOCCN=C1NS(=O)(=O)c2ccccc21)c1ccccc1	0.9%
Cc1csc2nc(O)c(C(=O)NC3CCCCC3C)c(=O)n12 (stereo not given)	-0.6%[50 µM]

The list goes on:
SMILES	K1F lysis inhibition
Cc1cc(F)ccc1S(=O)(=O)N1CCCOC1CNC(=O)C(=O)NCCN1CCOCC1 (stereo not given)	0.3%
O=C1OC[C@H]2CCCN2C(=O)[C@@H](CC(=O)N(CCO)Cc2ccccc2)C/C=C\C[C@H]1Cc1ccc(F)cc1	0.1%
CSc1ccccc1OCc1cc(C(=O)N(Cc2nccn2C)C(C)C)no1	0.1%
Cn1c(CNC(=O)C(Cc2ccccc2)NC(=O)c2cccc(F)c2)cc(=O)n(C)c1=O (stereo not given)	0.2%
CC(=O)c1cccc(OCc2cc(C(=O)NCc3nc(C)c(C)s3)no2)c1	1.7%[50 µM]
COc1ccc(NC(=O)CN(C)C(=O)CNC(=O)Cc2cccc3ccccc23)cc1	-0.2%
Cc1cc(C)c(NC(=O)CCCN2CCCC2)c(C)c1	0.4%
CN(C)CCN(Cc1ccccc1)S(=O)(=O)c1csc(C(N)=O)c1	-0.2%
Cc1ccc(C2(C)NC(=O)N(CC(=O)NNC(=O)c3cc(C)oc3C)C2=O)cc1 (stereo not given)	1.6%[50 µM]
CCCC(NC(=O)COc1cc2c(c3oc(=O)c(C)c(C)c13)CCC(C)(C)O2)C(=O)O (stereo not given)	-2.0%[50 µM]

Structural class: those above with an aryl thioether with sulfur outside any ring
SMILES	K1F lysis inhibition
COc1ccc(Nc2nnc(SCC(=O)NC3CC3)s2)cc1	0.6%[50 µM]
COCCn1c(SCC(=O)Nc2ccc3c(c2)OCCO3)nnc1C(C)C	0.9%
CSc1ccccc1OCc1cc(C(=O)N(Cc2nccn2C)C(C)C)no1	0.1%

More results.
SMILES	K1F lysis inhibition
Nc1nc(NCCc2ccccc2)nc(NCCO)c1[N+](=O)[O-]	-0.1%
Cc1ccc(NC(=O)c2cc(C)nc3ccccc23)c(C)c1	3.4%
CCCCn1c(N)c(N(CCOC)C(=O)c2ccc(Br)o2)c(=O)[nH]c1=O	0.9%[50 µM]
OC(COc1ccc(Cl)cc1Cl)CN1CCc2ccccc2C1 (stereo not given)	-0.4%
COc1ccc(-n2ccn(CC(=O)Nc3ccccc3OC)c(=O)c2=O)cc1	0.2%
Cc1cc(C)nc(SCC(=O)OCC(=O)N(C)c2c(N)n(Cc3ccccc3)c(=O)[nH]c2=O)n1	1.9%[50 µM]
CCCCn1c(-c2ccccc2C)nc2cc3[nH]c(=O)c(C(C)C)nc3cc21	-0.3%
CCCC(C)C1c2c(c(C)c(C)oc2=O)Oc2c(C)c(C)oc(=O)c21 (stereo not given)	-0.1%
Cc1cc(S(=O)(=O)N2CCCCC2CCNC(=O)C(=O)NC2CC2)ccc1F (stereo not given)	-1.4%
CC(C)c1nc(N2CCN(C(=O)c3ccco3)CC2)c(C#N)c2c1COC(C)(C)C2	0.2%
CCCN1CCN(CCCNC(=O)c2ccc(CS(=O)c3ccccc3C)o2)CC1 (stereo not given)	0.6%
COC(=O)C1CN(C(=O)C(C)Oc2ccccc2F)c2ccccc2O1 (stereo not given)	0.0%
O=C(Nc1ccc2ccccc2c1)c1cccc2ccccc12	1.9%
O=C(O)c1ccccc1-c1ccccc1C(=O)NCc1ccccc1Cl	0.9%
COc1ccc(C(=O)NCc2ccon2)cc1OC1CCN(C(C)C)CC1	0.2%
Cc1cc(NS(=O)(=O)c2ccc(NC(=O)/C=C/c3cccc(Cl)c3)cc2)no1	-0.3%
Cc1csc(NC(=O)Cc2ccccc2Cl)n1	0.2%
CCCc1ccc2oc(C(=O)NCCN3CCCC(O)C3)c(C)c2c1 (stereo not given)	0.3%
COc1c(OC(C)=O)c(=O)n2c3ccccc3c3ccnc1c32	-5.7%
CN(/N=C/c1ccncc1)C1=NCCN1	0.0%
CC(C)C(C)NC(=O)COc1nc2ccccc2nc1N(C)C1CCCCC1 (stereo not given)	0.0%
Cc1cc(C2=CC(=O)C[C@H](c3ccc4c(c3)OCO4)C2)ccc1F	1.4%
CC1(C)CC(=O)C2=C(C1)Nc1ccccc1NC2c1ccccc1F (stereo not given)	-0.6%
CCCCn1c(N)c(N(CCOC)C(=O)CC(NC(=O)c2ccccc2Cl)c2ccccc2)c(=O)[nH]c1=O (stereo not given)	0.4%[50 µM]
Cc1ccccc1CN1CCN(C2CCC2)CC1CCO (stereo not given)	0.0%
Cc1ccc(N2CN(S(=O)(=O)c3cccc([N+](=O)[O-])c3)c3nc4ccccc4nc32)cc1	1.1%[50 µM]
CC(=O)N(C)c1ccc(NC(=S)NC(=O)/C=C/c2ccco2)cc1	0.5%
COC(=O)c1sc(N)c(C(=O)OC)c1Cn1ncc(Cl)c(Cl)c1=O	0.2%
O=C(CN1C(=O)C2CC=CCC2C1=O)Nc1ccc(OC(F)(F)F)cc1 (stereo not given)	0.7%[50 µM]
O=[N+]([O-])c1ccc(S(=O)(=O)N(CC(O)CN2CCCCC2)c2ccccc2)cc1 (stereo not given)	-0.2%

Brought forward from above: 2 compounds; new compounds follow.
SMILES	K1F lysis inhibition
O=C(CN1C(=O)C2CC=CCC2C1=O)Nc1ccc(OC(F)(F)F)cc1 (stereo not given)	0.7%[50 µM]
O=[N+]([O-])c1ccc(S(=O)(=O)N(CC(O)CN2CCCCC2)c2ccccc2)cc1 (stereo not given)	-0.2%
CCN(CC)C(=O)[C@H]1CC(CC(=O)NCCN2CCOCC2)C(=O)N2CCc3c([nH]c4ccc(OC)cc34)[C@]12C (stereo not given in full)	0.3%
CCOC(=O)[C@H]1[C@H]2COc3ccccc3[C@@H]2N2C(=O)CN(Cc3ccc(C)cc3)C(=O)[C@@]12C	3.9%
COC(=O)c1ccccc1NCc1cc(=O)oc2cc(O)c(O)cc12	0.0%
O=C(Nc1cccc(Cl)c1)c1ccc(=O)[nH]n1	0.8%
COc1ccc(CCNS(=O)(=O)CCNC(=O)c2ccc(OC)cc2)cc1	1.2%[50 µM]
CC(C)(C)OC(=O)C[C@H]1C/C=C\C[C@@H](CC(=O)N[C@@H](CO)Cc2ccccc2)C(=O)N2CCC[C@@H]2COC1=O	0.5%
C[C@@H]1C(c2cccc(Cl)c2)=NN(c2ccc(Br)cc2)[C@H]1C(=O)N1CCOC1=O	0.1%
COC(=O)c1cc(S(=O)(=O)NCC2CCN(Cc3ccc(Cl)cc3)CC2)c[nH]1	0.5%
CC(=O)c1ccc(NC(=O)CCc2nnc3ccc(N4CCCC4)nn23)cc1	0.1%
CC[N+](CC)(CC)CCOc1cccc(OCC[N+](CC)(CC)CC)c1OCC[N+](CC)(CC)CC	3.7%
COC(=O)c1c(C)[nH]c(C(=O)C(C)OC(=O)c2cc(C)oc2C)c1C (stereo not given)	0.8%[50 µM]
COc1cc(OC)cc(-c2c(-c3ccc(C(C)=O)cc3)c3cc(-c4cccc5[nH]ccc45)ccc3n2C)c1	-0.3%
COc1ccc(NC(=S)N2CCN(S(=O)(=O)c3ccccc3)CC2)cc1	0.9%[50 µM]
COCCCn1c(SCC(=O)NC2CCCCC2)nnc1-c1ccco1	0.3%
COc1ccc(S(=O)(=O)Nc2ccccc2C(=O)NN2CCOCC2)cc1OC	0.6%[50 µM]
CCOc1ccc(-c2noc(CCCC(=O)NC3CCCC3)n2)cc1OC	0.0%
CC(=O)c1ccc(N2CCN(S(=O)(=O)c3ccc4c(c3)NC(=O)CC(=O)N4)CC2)cc1	0.2%
Cc1ccc(CNC(=O)Cn2nnc(C(=O)Nc3cccc(C)c3C)c2N)cc1	0.2%
CCc1ccc(CNC(=O)CCCn2c(=O)c3cccn3c3cccnc32)cc1	0.3%
CN(C(=O)c1cccc(NC(=O)Cc2ccc(NC(=O)C3CCN(C(=O)CCc4ccccc4)CC3)cc2)c1)C1CC1	0.0%
Cc1ccc(S(=O)(=O)NCCCn2ccnc2)cc1C(=O)NC(C)C	0.2%
NC(=O)c1cc(S(=O)(=O)Nc2ccc(OC(F)(F)F)cc2)cs1	0.1%
O=S(=O)(NCCN1CCOCC1)c1ccc(-c2ccc(S(=O)(=O)NCCN3CCOCC3)cc2)cc1	0.1%
CCOc1ccc(NC(=O)CN(C)C(=O)Cc2c(C)nc3ccccc3c2C)cc1OCC	-0.1%
Cc1ccc(C(=O)NC2CCN(CC(=O)Nc3c(C)cc(C)cc3C)CC2)cc1	-1.7%
Oc1ccc(Cl)cc1CNCc1cccc2ccccc12	-1.1%
COc1cccc(CN2CCC(n3nccc3NC(=O)CCCc3ccccc3)CC2)c1O	0.7%
Fc1ccccc1CNC(=S)NCc1ccc(Cl)cc1	1.7%[50 µM]
CC[C@]12c3[nH]c4ccccc4c3CCN1C(=O)C(CC(=O)NCCc1ccccn1)C[C@@H]2C(=O)N1CCN(C(=O)C2CC2)CC1 (stereo not given in full)	0.2%
Cc1ccc2[nH]cc(CCNC(=O)c3ccc4c(c3)OCO4)c2c1	-0.2%
O=[N+]([O-])c1ccc(Cl)c(CN2CCCCCC2)c1	0.2%
COc1cc(NC(=S)N2CCN(S(C)(=O)=O)CC2)cc(OC)c1	1.0%[50 µM]
